Screening data from PubChem.
SENP6 block – SENP6 protease inhibition; Q9GZR1; Recombinant SENP6 catalytic domain, aminoluciferin luminescence; inhibition, % at 10 µM; 1.8% of 330,000 active; AID 2599;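 active = inhibition above about 50% at the single tested dose, limit read from the data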;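 note: plate controls were DMSO wells with enzyme for no effect and DMSO wells lacking enzyme for full effect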
Target sequence (Q9GZR1 628-1112 limits assumed): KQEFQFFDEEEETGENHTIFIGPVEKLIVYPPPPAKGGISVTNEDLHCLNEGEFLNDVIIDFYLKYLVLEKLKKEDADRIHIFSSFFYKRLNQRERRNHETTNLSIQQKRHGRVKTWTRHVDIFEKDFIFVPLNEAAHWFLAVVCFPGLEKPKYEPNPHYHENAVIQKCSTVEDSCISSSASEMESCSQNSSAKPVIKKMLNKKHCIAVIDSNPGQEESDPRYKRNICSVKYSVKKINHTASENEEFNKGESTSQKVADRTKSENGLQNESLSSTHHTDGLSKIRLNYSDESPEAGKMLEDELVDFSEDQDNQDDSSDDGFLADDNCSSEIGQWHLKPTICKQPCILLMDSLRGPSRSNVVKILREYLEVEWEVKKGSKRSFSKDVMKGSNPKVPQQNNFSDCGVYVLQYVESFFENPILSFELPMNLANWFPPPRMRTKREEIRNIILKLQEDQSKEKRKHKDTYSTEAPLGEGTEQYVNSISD
HKDC1 inhibitor – blocks human hexokinase HKDC1 activity; AID 493160; 0.16% of 340,000 active; inhibition, % at 20 µM; Q2TB90; recombinant HKDC1, G6PDH/diaphorase resazurin coupled fluorescence;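 active = inhibition above about 35% when tested at 20 µM, limit read from the data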;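 note: plate controls were DMSO wells with enzyme for no effect and DMSO wells lacking enzyme for full effect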
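Assay system – recombinant HKDC1 (HK5) hexokinase enzyme, produced in-house · Input – HKDC1 at 5 µg/mL · Reagent – glucose plus 1 mM ATP as hexokinase substrates · Timing – 90 min reaction incubation at room temperature, dark · Measured by – G6PDH/diaphorase-coupled fluorescence, 1 mM NADP, 100 µM resazurin, 525/613 nm · Benchmarks – DMSO-enzyme wells negative, buffer-substituted wells positive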
SENP8 block-1 – SENP8 (human) protease inhibition | AID 602440 | recombinant SENP8, Nedd8 substrate fluorescence | 0.64% of 360,000 active | inhibition, % at 20 µM; in the data active = inhibition mostly above about 40%, no sharp cut-off; inactive = mostly below about 27%
SENP1 inh – blocks the human SENP1 SUMO protease catalytic domain. Q9P0U3. recombinant SENP1 catalytic domain, CyPet-SUMO1-YPet FRET cleavage. inhibition, % at 10 µM. 0.21% of 360,000 active. AID 624204;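 active = inhibition at least 30% at 10 µM, raw YFP signal under a set limit, fluorescence ratio 0.5 to 1.5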;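 note: 0% = enzyme with DMSO and 100% = no enzyme wells; some results filed as inactive read as strong as hits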
Target sequence (Q9P0U3 419-644 limits assumed): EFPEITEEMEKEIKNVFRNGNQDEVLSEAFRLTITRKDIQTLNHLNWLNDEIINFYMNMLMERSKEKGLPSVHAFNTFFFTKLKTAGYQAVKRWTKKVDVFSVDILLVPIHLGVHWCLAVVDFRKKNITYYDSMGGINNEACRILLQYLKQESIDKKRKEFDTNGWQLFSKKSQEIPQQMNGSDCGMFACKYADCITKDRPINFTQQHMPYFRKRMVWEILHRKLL
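Material – human SENP1 catalytic domain · Input – SENP1 enzyme, 20 pM final · Compound dosing – single concentration of 10 µM compound, 0.5% DMSO final · Timing – enzyme reaction for 50 min at room temperature, dark · Measured by – FRET fluorescence in CFP and YFP emission channels · Control set – no-enzyme wells low, DMSO-plus-enzyme wells high control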
UBC13 polyUb – inhibitors of human UBC13 polyubiquitin chain formation; P61088; 0.47% of 330,000 active; AID 485273; inhibition, % at 20 µM; TR-FRET; in the data active = inhibition above about 45%, passing the limit was not always enough; inconclusive = no clear call, values can overlap the other calls
Target sequence (P61088 whole entry, looked up): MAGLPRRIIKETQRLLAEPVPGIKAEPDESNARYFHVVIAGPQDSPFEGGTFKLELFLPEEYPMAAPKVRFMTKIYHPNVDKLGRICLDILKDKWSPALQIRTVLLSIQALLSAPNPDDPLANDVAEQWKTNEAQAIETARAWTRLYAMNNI
SENP8 block-2 – inhibitors of human SENP8 protease; 1.2% of 330,000 active; Q96LD8; inhibition, % at 10 µM; purified SENP8, Z-RLRGG-aminoluciferin cleavage, luminescence; AID 2540; in the data active = inhibition above about 50%
SENP7 block – inhibitors of human SENP7 protease | inhibition, % at 5 µM | recombinant SENP7, Z-RLRGG-aminoluciferin luminescence, 40 min | 1.5% of 330,000 active;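 active = inhibition above about 50% at the single test dose, limit read from the data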;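 note: plate controls were DMSO with enzyme for no effect and no enzyme buffer wells for full effect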
beta cell repl – MIN6 beta-cell proliferation induction; MIN6 cells proliferation, ATPlite luminescence, 48 h; cells starved in 0.2% serum; 100% = growth in 10% serum; proliferation, % at 10 µM; 0.29% of 330,000 active; AID 2380;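 active = compounds whose signal lies at least 3.5 SD above the mean of all wells on their plate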;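 note: 0% = DMSO-treated cells in low-serum medium and 100% = 10% serum control; some compounds called inactive have numbers as strong as hits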
PfGluPho inh – PfG6PD (Plasmodium falciparum) enzyme inhibition | PfGluPho enzyme, NADPH resazurin-diaphorase fluorescence | inhibition, % at 20 µM | 0.78% of 350,000 active | AID 504690;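 active = inhibition reaching at least a set limit at 20 µM in the primary screen, cut at about 59% in these data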;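 note: 0% = DMSO wells with substrate and 100% = DMSO wells lacking glucose-6-phosphate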
* marks the source's active call; other numbers are inactive results; ? = inconclusive; . = not tested or not shown.

The first 4 records, to show the layout:
structure	SENP6 block	HKDC1 inhibitor	SENP8 block-1	SENP1 inh	UBC13 polyUb	SENP8 block-2	SENP7 block	beta cell repl	PfGluPho inh
CCOCCCNC(=O)C(c1ccc(C)cc1)N(Cc1ccc2c(c1)OCO2)C(=O)c1cnccn1 (stereo not drawn)	-9.7	-9.2	8.9	0.8	4.4	-5.6	-0.6	0.4	12.8
CC(C)CN(C(=O)c1ccc2c(c1)OCO2)C1CCS(=O)(=O)C1 (stereo not drawn)	-15.2	-6.3	11.0	1.4	-3.6	3.2	7.4	-2.5	0.5
O=c1[nH]c(C(F)(F)C(F)(F)C(F)(F)F)no1	.	-4.6	6.1	-0.3	.	.	.	.	12.3
Cc1ccc2nc(NC(=O)Cn3cc4c(n3)CCCCC4)sc2c1	-7.8	-0.4	-12.0	-45.9	-3.0	-0.8	7.1	-2.7	-7.2

The list itself, from the start:
structure	SENP6 block	HKDC1 inhibitor	SENP8 block-1	SENP1 inh	UBC13 polyUb	SENP8 block-2	SENP7 block	beta cell repl	PfGluPho inh
CCOCCCNC(=O)C(c1ccc(C)cc1)N(Cc1ccc2c(c1)OCO2)C(=O)c1cnccn1 (stereo not drawn)	-9.7	-9.2	8.9	0.8	4.4	-5.6	-0.6	0.4	12.8
CC(C)CN(C(=O)c1ccc2c(c1)OCO2)C1CCS(=O)(=O)C1 (stereo not drawn)	-15.2	-6.3	11.0	1.4	-3.6	3.2	7.4	-2.5	0.5
O=c1[nH]c(C(F)(F)C(F)(F)C(F)(F)F)no1	.	-4.6	6.1	-0.3	.	.	.	.	12.3
Cc1ccc2nc(NC(=O)Cn3cc4c(n3)CCCCC4)sc2c1	-7.8	-0.4	-12.0	-45.9	-3.0	-0.8	7.1	-2.7	-7.2
O=C(CN1C(=O)NC2(CCCC2)C1=O)N1CCN(S(=O)(=O)c2ccccc2Br)CC1	0.0	2.6	10.9	0.7	-5.1	-3.3	10.5	-4.3	8.3
CC(=O)Nc1ccc(C(=O)OCc2ccc(F)cc2Cl)cc1	1.4	-1.4	15.1	-1.0	4.7	-2.1	3.1	-0.6	-14.9
O=C(Cn1cnc2ccccc21)N/N=C/c1cccnc1	-5.2	-2.8	0.8	2.6	0.5	8.9	6.5	0.0	-13.6
COc1ccccc1CCc1nnc(CCC(=O)NC(C)Cn2nc(C)cc2C)o1 (stereo not drawn)	-19.7	4.3	13.8	1.0	-2.3	-13.9	-10.1	-0.9	-11.3
O=C(CCCN1C(=O)/C(=C/c2ccc(F)cc2)SC1=S)NCCCn1ccnc1	-3.4	8.2	26.7	1.3	4.1	-4.6	-10.3	-4.2	7.1
COc1ccc(-c2csc(NC(CO)c3nc4ccccc4n3CCOCCO)n2)cc1 (stereo not drawn)	-7.0	-1.8	-14.0	-5.8	-4.0	2.4	-3.9	-1.8	17.3
COc1ccc(OC)c2c1C(=O)c1ccccc1C2=O	14.4	19.0	.	.	-38.0	7.1	11.5	-2.4	22.3
CC(=O)N(CN1C(=O)C2C3C=CC(C3)C2C1=O)c1cccc(Cl)c1 (stereo not drawn)	-4.4	-10.3	8.0	0.7	11.2	3.6	2.7	2.2	-9.8
CSc1ncccc1C(=O)Nc1ccccc1N1CCOCC1	-12.9	-5.6	-0.1	0.4	12.1	3.7	2.3	0.2	5.9
CCOc1ccc(/C=N/NC(=O)C(OC)c2ccccc2)cc1 (stereo not drawn)	-11.4	-3.5	9.8	1.9	2.9	1.5	-5.1	2.2	-6.8
COc1ccc(C(=O)N2CCCC(CO)(Cc3ccccc3C)C2)o1 (stereo not drawn)	-10.3	-3.4	1.0	-2.0	-0.7	1.9	-6.8	-2.7	22.4
CCn1c(SCC(=O)NCC2CCCO2)nnc1-c1ccc(S(=O)(=O)N2CCN(C)CC2)cc1 (stereo not drawn)	-4.4	-5.1	14.3	0.1	-7.1	-6.5	-1.5	0.2	-6.8
CN1C(=O)CC(C(=O)O)SC1=Nc1ccc(F)cc1 (stereo not drawn)	-3.0	-8.1	0.9	0.7	1.3	1.8	3.0	-1.5	7.0
CN(C)Cc1nnnn1-c1ccccc1	-6.2	-4.8	18.6	2.0	-3.5	0.8	-4.6	3.0	4.4
CC(=O)Nc1sc(/C(C#N)=C/c2ccc(Cl)c(Cl)c2)nc1-c1ccc(C)cc1	.	-1.9	-100.2	-24.1	.	.	.	.	2.2
COc1ccc(C2=NN(C(=O)c3cccc([N+](=O)[O-])c3)C(c3cccc([N+](=O)[O-])c3)C2)cc1 (stereo not drawn)	-7.1	-8.4	11.1	2.3	-24.0	-3.1	-8.5	2.4	13.8
Cc1ccc(C(=O)NCC(=O)OCC(=O)Nc2ccccc2[N+](=O)[O-])cc1	6.6	2.2	21.1	1.6	10.0	3.7	-1.4	-1.6	-4.1
CCc1nc2cccnc2n1-c1ccc(CC(=O)O)cc1	-16.4	-2.1	9.3	-3.4	4.3	-6.7	3.0	2.9	4.5
CC(=O)NCCOc1cccc2ccccc12	-4.7	3.2	9.6	-2.7	2.3	-6.3	3.5	-0.9	6.7
Cn1nc(C(=O)NC2CCCC2)c2ccccc2c1=O	-0.1	1.3	13.3	1.2	-1.7	-4.1	0.1	-1.7	-6.4
COc1cc(N)c2ncccc2c1Br	.	15.1	-31.6	-27.0	.	.	.	.	57.3
N#C/C(=C1\CCCN1)c1nc(-c2ccccc2)cs1	-18.9	3.3	13.8	-10.0	-10.9	-3.5	-12.6	1.1	-4.3
O=C(NC(=S)NC1CCS(=O)(=O)C1)c1ccccc1 (stereo not drawn)	-0.4	-0.4	8.2	0.6	4.1	1.2	-2.6	-4.5	4.3
O=C(OC(C(=O)Nc1ccc(Cl)c(C(F)(F)F)c1)c1ccccc1)C1=COCCO1 (stereo not drawn)	-10.6	-3.4	14.7	2.5	?	-12.6	-7.6	-2.7	10.1
CCN(CC(=O)NCc1ccc(F)cc1)C(=O)/C=C/c1ccc(OC)c(S(=O)(=O)NC(C)C)c1	-2.1	-1.3	17.1	1.4	-6.1	-11.3	-5.5	-1.7	10.5
CCCC(=O)N(CCc1ccccc1)Cc1nc2ccccc2c(=O)[nH]1	-17.5	-2.6	24.0	1.0	-11.6	-2.0	-16.4	0.0	-8.6
O=C(COC(=O)c1ccccc1C(=O)N1CCN(c2ccccc2)CC1)Nc1ccccc1	0.2	-2.5	-0.4	4.4	4.1	-1.6	5.1	-0.2	0.2
COc1ccc(C(=O)NC(CC(=O)O)c2cc([N+](=O)[O-])ccc2Cl)c(SC)c1 (stereo not drawn)	-19.9	-12.4	6.6	0.5	-13.2	1.6	-6.1	-2.3	-2.6
COc1cc(OC)c(NC(=O)Cn2cnc3sc(C)c(S(=O)(=O)N4CCOCC4)c3c2=O)cc1Cl	10.0	-6.7	-1.8	1.2	0.6	3.5	2.4	0.1	-1.4
C=CCNc1nc(N(c2ccccc2)c2ccccc2)nc(-n2ccnc2)n1	-1.6	-2.2	10.5	-0.9	4.2	-0.2	4.8	0.1	4.2
Cc1nnc(SCC(=O)c2c(N)n(C3CC3)c(=O)[nH]c2=O)n1C	2.2	3.6	16.3	0.9	16.6	8.5	-0.5	-4.8	1.1
Cc1ccc2c(c1)N(S(=O)(=O)c1cc(-c3onc(C)c3C)ccc1C)CCO2	-6.6	2.6	9.8	-1.9	-10.7	-3.5	-23.4	-6.9	10.0
O=S(=O)(NCc1ccco1)c1ccc(Cl)cc1Cl	-10.9	-2.2	14.8	-0.8	2.3	-3.5	-4.1	-0.5	1.9
CCOC(=O)c1cc(S(=O)(=O)NC2CCC(C)CC2)cn1C (stereo not drawn)	6.0	-3.5	7.8	-0.2	8.7	2.7	1.7	-2.5	-0.4
O=C(N/N=C/c1cccc(O)c1)c1ccc(-n2cnnn2)cc1	-4.7	3.9	-2.1	-0.2	-1.6	-5.7	-1.7	-2.8	-4.2
Cc1ccc(C)c(N2CCN(C(=O)CCC(=O)Nc3nnc(CC(C)C)s3)CC2)c1	6.9	-9.8	11.1	2.1	-1.9	-0.6	-0.9	0.7	11.1
Cc1ccc(OCC(=O)N(Cc2cccc(Cl)c2)C2CCS(=O)(=O)C2)cc1C (stereo not drawn)	6.8	-2.3	14.7	-1.0	-4.6	6.7	5.7	-0.9	13.2
Cc1cc(NC(=O)CSc2nc3ccccc3c(=O)n2CCCC(=O)NCc2ccccc2)n[nH]1	0.8	-3.2	12.6	1.7	9.5	-6.2	0.6	1.0	-19.4
CC(C)n1cc(CN2CCC(C(=O)Nc3cccc(-c4cscn4)c3)CC2)cn1	-12.4	-7.7	28.0	1.9	5.1	-7.5	8.8	2.8	11.3
COc1ccc(CCNc2ncnc3c2c(C)c(C)n3CCO)cc1OC	-3.9	1.3	1.6	-2.5	0.7	-11.0	-8.7	-3.8	8.7
COc1ccc(Nc2nc(NCCO)nc(N3CCCC3)n2)cc1	1.3	-2.3	3.9	2.2	5.8	-2.9	3.6	5.7	11.7
CCN(C[C@H]1N[C@@](CC)(C(=O)OC)[C@H]2C(=O)N(C)C(=O)[C@@H]12)C(=O)c1ccc(F)cc1	-32.7	1.4	8.4	-0.2	-10.7	-6.3	-13.9	-0.8	-4.7
CCOC(=O)c1c(CN2CCN(C)CC2)oc2ccc(OC)cc12	10.6	-0.4	1.9	0.8	6.7	8.2	2.1	-3.5	-8.2
CCOCCn1c(N2CCN(c3ccccc3)CC2)nc2c1c(=O)[nH]c(=O)n2C	-5.2	-5.7	4.9	1.5	2.7	3.5	2.2	1.6	2.8
CC(=O)Nc1cc2nc(C)n(Cc3ccccc3)c2nc1C	-6.6	-2.9	1.4	-16.8	4.9	1.3	5.7	-0.6	5.0
Cc1ccc(Sc2ccc(C(=O)N3CCOCC3)cc2[N+](=O)[O-])cc1	-28.3	0.5	30.8	1.5	-1.5	-1.6	1.8	-2.8	-5.8
